GRK2 aptamer HTS = human GRK2 inhibition via aptamer displacement; inhibition of aptamer binding, % at 10 µM; P25098; bead flow cytometry, FAM-aptamer displacement from GRK2; 330,000 tested, 0.59% active;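 active = inhibition of aptamer binding above 40%, roughly 3 SD of noise, on plates passing a quality check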;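 note: median bead fluorescence of bound FAM aptamer so fluorescent compounds give negative values; no value below 0 was filed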
MEP2 TOR yeast = yeast TOR pathway MEP2-GFP modulation | S. cerevisiae MEP2-GFP strain, flow cytometry GFP, 3 h; 100% = DMSO control level | GFP response vs DMSO, % at 10 µM | 330,000 tested, 0.51% active;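 active = GFP response versus DMSO above a set limit, roughly screen mean plus 3 SD, cut at about 180% in these data; inconclusive = fewer than 70 cells counted for a yeast strain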;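 note: median GFP fluorescence of the barcode-gated MEP2-GFP cells per well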
VLA-4 inh = inhibition in a human VLA-4 binding assay | 330,000 tested, 0.2% active | VLA-4 expressing cells, ligand binding flow cytometry | inhibition, % (about 7 µM as worked out from the volumes in the protocol) | AID 2557 | P13612; in the data active = inhibition above about 50%
Target sequence (P13612 whole entry, looked up): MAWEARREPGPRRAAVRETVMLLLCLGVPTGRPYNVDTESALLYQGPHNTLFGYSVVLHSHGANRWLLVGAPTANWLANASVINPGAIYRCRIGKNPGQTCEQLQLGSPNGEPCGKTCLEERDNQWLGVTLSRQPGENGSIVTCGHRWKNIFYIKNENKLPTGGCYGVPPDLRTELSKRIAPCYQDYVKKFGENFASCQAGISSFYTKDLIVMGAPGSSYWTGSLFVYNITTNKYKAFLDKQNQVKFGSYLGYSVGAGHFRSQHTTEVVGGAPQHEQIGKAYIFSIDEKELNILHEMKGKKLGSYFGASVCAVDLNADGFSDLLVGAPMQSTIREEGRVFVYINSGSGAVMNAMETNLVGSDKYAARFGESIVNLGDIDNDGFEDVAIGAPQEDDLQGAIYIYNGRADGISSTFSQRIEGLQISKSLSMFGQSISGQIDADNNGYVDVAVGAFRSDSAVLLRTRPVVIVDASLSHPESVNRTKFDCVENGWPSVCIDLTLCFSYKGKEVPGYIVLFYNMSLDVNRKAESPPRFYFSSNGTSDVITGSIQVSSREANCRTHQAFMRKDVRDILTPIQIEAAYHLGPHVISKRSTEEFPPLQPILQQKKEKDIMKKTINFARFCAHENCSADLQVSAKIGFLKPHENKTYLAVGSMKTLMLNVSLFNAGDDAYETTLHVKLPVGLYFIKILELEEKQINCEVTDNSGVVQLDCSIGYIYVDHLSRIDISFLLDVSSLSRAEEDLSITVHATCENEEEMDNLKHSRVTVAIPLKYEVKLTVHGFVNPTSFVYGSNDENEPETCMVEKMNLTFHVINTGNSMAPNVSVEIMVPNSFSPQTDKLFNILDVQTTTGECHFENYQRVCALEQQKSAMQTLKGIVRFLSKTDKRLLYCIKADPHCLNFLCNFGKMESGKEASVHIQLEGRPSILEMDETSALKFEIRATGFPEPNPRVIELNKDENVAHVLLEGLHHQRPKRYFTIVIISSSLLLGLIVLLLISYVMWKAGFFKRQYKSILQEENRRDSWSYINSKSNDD
AGP1-GFP MLPCN = alters AGP1-GFP fluorescence in TOR pathway yeast screen; S. cerevisiae AGP1-GFP multiplex flow cytometry, 3 h; GFP as percent of DMSO wells; GFP response vs DMSO, % at 10 µM; 320,000 tested, 0.02% active;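 active = GFP response relative to DMSO above a set limit, near screen average plus 3 SD, cut at about 150% in these data; inconclusive = fewer than 70 cells counted for the yeast strain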;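 note: median GFP channel fluorescence of the gated AGP1 strain per well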
LAP4-GFP MLPCN = alters LAP4-GFP fluorescence in TOR pathway yeast screen. S. cerevisiae LAP4-GFP multiplex, flow cytometry GFP, 3 h; median GFP as percent of DMSO wells. GFP response vs DMSO, % at 10 µM. 320,000 tested, 0.34% active. AID 2023;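 active = GFP response vs DMSO above a set limit, about the screen mean plus 3 SD, cut at about 150% in these data; inconclusive = under 70 cell events counted for the yeast strain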
RPL19A-GFP yeast = yeast TOR pathway RPL19A-GFP modulation; percent response vs DMSO, % at 10 µM; S. cerevisiae RPL19A-GFP strain, flow cytometry, 3 h; stronger effect = lower value; 330,000 tested, 0.3% active;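 active = percent response vs DMSO below 50%; inconclusive = fewer than 70 events counted for the yeast strain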;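 note: median channel GFP fluorescence of the barcoded RPL19A-GFP strain; ratio of sample median GFP to plate DMSO average so 100% = DMSO; lower means less RPL19A-GFP as with rapamycin TOR inhibition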
Yeast superoxide = yeast age-related superoxide inhibition as caloric restriction mimetic; S. cerevisiae aged cells, superoxide DHE fluorescence; stronger effect = lower value; superoxide response (% of plate mean), % at 10 µM; 330,000 tested, 0.18% active;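 active = superoxide response under a set limit, about three screen SD below normal, cut at about 65% in these data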;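 note: yeast aged for seven days with compound at 30 °C before DHE staining; 100% = average MFI of all compound-treated wells on the plate with controls excluded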
CIT2-GFP yeast = yeast TOR pathway CIT2-GFP modulation | S. cerevisiae CIT2-GFP strain, flow cytometry, 3 h; 100 means same as DMSO wells | GFP response vs DMSO, % at 10 µM | 320,000 tested, 0.065% active;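 active = GFP response relative to DMSO above a set limit, near the screen mean plus 3 SD, cut at about 150% in these data; inconclusive = Fewer than 70 cells measured for a yeast strain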;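 note: ratio of well median GFP fluorescence to mean of DMSO wells on the plate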
An asterisk follows results filed as active; ? = inconclusive; [ ] = another dose, or the depositor's remark.

SMILES	GRK2 aptamer HTS	MEP2 TOR yeast	VLA-4 inh	AGP1-GFP MLPCN	LAP4-GFP MLPCN	RPL19A-GFP yeast	Yeast superoxide	CIT2-GFP yeast
O=C(O)COc1ccc(/C=N/NC(=O)c2cn(-c3ccccc3)nc2-c2ccccc2)cc1	4	104	0	105	97	97	109	101
CCCCN(C)C(=O)c1cn(-c2cccc(OC)c2)c(=O)c2ccccc12	1	108	2	107	102	105	93	110
O=C1N(Cc2cccc(Cl)c2)C[C@@H]2C[C@@H](c3cccn3-c3nccs3)N3CCC[C@@]123	0	98	-4	103	106	97	95	97
O=C(CSC1=NCCS1)Nc1ccc(F)cc1	0	101	9	100	102	97	98	99
COC(=O)c1c(C(=O)OC)c2ccccn2c1C(=O)c1ccc([N+](=O)[O-])cc1	0	99	-5	99	102	98	95	93
CC(C)(C)OC(=O)C[C@H]1C/C=C\C[C@H](CC(=O)NCCO)C(=O)NC[C@H](c2ccccc2)OC1=O	3	89	8	96	89	97	126	102
CC(=O)Oc1cc2c(C(=O)NCCN3CCOCC3)c(C)oc2c2ccccc12	1	103	8	94	94	99	98	98
COc1ccc(CNC(=O)c2cnc3cc(C)ccn3c2=O)cc1	1	104	0	100	103	99	112	102
COCCn1c(=O)[nH]c2cc(C(=O)NCCc3ccc(S(N)(=O)=O)cc3)ccc2c1=O	1	98	5	89	89	91	108	89
COc1ccccc1NC(=O)C(C)OC(=O)C1CCC(C(C)(C)C)CC1 (stereo not drawn)	1	101	16	101	105	106	144	98
CCN1CCN(C(=O)Cn2ncc3c([nH]c4ccc(C)cc43)c2=O)CC1	0	105	6	107	103	105	146	103
COCCNC(=O)COc1ccc(Oc2ccccc2)cc1	0	89	0	81	99	91	104	80
COc1ccc(C2c3ccc(O)cc3Oc3ncn4nc(-c5cccnc5)nc4c32)cc1OC (stereo not drawn)	0	96	2	101	100	95	95	99
CC(Oc1ccccc1)C(=O)N=C1SC2CS(=O)(=O)CC2N1c1cccc(F)c1 (stereo not drawn)	0	108	9	111	99	106	91	112
O=C(Cn1[nH]c(=O)c2ccccc2c1=O)Nc1ccc(-c2nnc3n2CCCCC3)cc1	1	99	-1	96	96	95	86	101
Cc1cc(C)c2c(c1)cc(C)c1nnc(SCC(=O)N3CCCc4ccccc43)n12	2	105	22	99	96	99	108	99
Cc1cc(C)c(C2=CSC3=NS(=O)(=O)CCN23)c(C)c1	0	102	16	95	88	96	86	94
Cc1cc2c(cc1S(=O)(=O)N1CCCCC1)OCC(=O)N2	0	99	0	94	99	99	108	100
COc1cc(/C=C/C(=O)N2c3ccccc3Sc3ccc(C(F)(F)F)cc32)cc(OC)c1OC	0	111	-23	103	99	108	105	113
CN=C(C)c1c(O)c2ccccc2oc1=O	4	103	-3	103	107	95	89	98
COC(=O)c1[nH]c2ccccc2c1NS(=O)(=O)c1ccc(OC)cc1OC	0	94	-2	94	98	96	111	89
COC(=O)CSc1nc(C)c(C)c(C)c1C(N)=O	4	110	4	116	109	107	104	112
O=C(CSC1CC(=O)N(c2ccc(C(=O)O)cc2)C1=O)Nc1ccc2ccccc2c1 (stereo not drawn)	27	97	12	98	103	99	98	91
c1ccc(C2CC(c3cccs3)n3nnnc3N2)cc1 (stereo not drawn)	2	96	11	98	101	95	94	98
CCN(CC)C(=O)Cn1c(=O)n(CC(=O)N2CCCCC2)c(=O)c2sccc21	0	100	5	107	95	104	99	109
CS(=O)(=O)c1ccc2nc(NC(=O)CN3CCC(Cc4ccccc4)CC3)sc2c1	3	108	7	106	102	101	94	107
CC(=O)N1N=C(c2ccccc2)CC1c1ccc(F)cc1 (stereo not drawn)	0	111	2	105	100	106	116	105
O=S(=O)(c1ccccc1)N1N=C(c2cccs2)CC1c1ccc(F)cc1 (stereo not drawn)	0	102	-5	102	100	97	99	92
CCc1nn(C)c(-c2n[nH]c(=S)n2N)c1Cl	1	99	17	100	97	100	102	102
COC(=O)c1ccc2c(c1)N(Cc1nc(-c3ccc(Cl)cc3)oc1C)C(=O)C1CCCN21 (stereo not drawn)	0	108	3	98	107	101	92	97
CC1(C)O[C@H]2OC([C@H](O)CON3C(=O)c4ccccc4C3=O)[C@H](O)[C@H]2O1 (stereo partly drawn)	5	100	-4	107	97	98	96	103
Cc1ccc(C(C#N)c2ccc(C(=O)c3ccc(F)cc3)cc2)cc1 (stereo not drawn)	0	105	15	102	108	93	98	95
CCCc1nnc(SCC(=O)N2CCOCC2)n1CC1CCCO1 (stereo not drawn)	3	85	5	92	93	92	94	93
CC(C)C[C@H](NC(=O)N1CCN(c2ccccc2)CC1)C(=O)O	1	101	5	103	99	96	98	99
O=C(c1cc2ccccc2o1)N1CCN=C1SCc1cccnc1	6	87	-3	88	86	88	90	87
Cc1cnc(C(=O)OCC(=O)c2csc(N3CCCCC3)n2)cn1	5	102	8	101	103	100	112	92
COc1ccc(C(=O)NCC(=O)N2CCCC(C)C2)cc1OC (stereo not drawn)	2	100	3	103	97	100	100	105
COc1ccc(S(=O)(=O)NCc2cccnc2)cc1NC(=O)c1ccccc1	0	107	1	108	101	102	99	102
COc1ccccc1NC(=O)c1ccc(COc2ccccc2OC)o1	1	101	0	95	112	97	106	97
CC(NC(=O)CCc1ccccc1)c1ccc2c(c1)OCO2 (stereo not drawn)	0	101	22	108	90	102	97	94
O=C(NCCc1ccccc1)C1CCN(C(=O)c2ccc(F)cc2)CC1	0	110	9	106	84	108	99	108
O=C(/C=C/c1ccc(Cl)c(Cl)c1)NC1=NCCS1	0	94	7	99	98	94	109	86
COc1cc(OC)cc(C(=O)Nc2ccccc2C(=O)NC2CC2)c1	2	103	-8	98	110	93	110	87
Nc1ncnc2c1ncn2[C@@H]1O[C@H](CN=C2NS(=O)(=O)c3ccccc32)[C@@H](O)[C@H]1O	14	91	-10	97	91	93	101	101
COc1ccc(OC)c(N2C(=O)C(Cl)=C(N3CCOCC3)C2=O)c1	0	103	0	101	115	95	89	95
O=C(Cc1ccc(Br)cc1)NCCc1ccccc1	1	97	2	114	112	99	96	80
CCCOc1ccc(-c2nnc(N)s2)cc1	0	100	12	100	104	100	91	94
O=C(COC(=O)c1ccccc1O)NC12CC3CC(CC(C3)C1)C2	0	94	17	91	99	96	113	87
O=C(NCC(c1ccco1)N1CCCCC1)c1ccc([N+](=O)[O-])s1 (stereo not drawn)	0	106	11	99	91	97	142	109
COc1cccc(-c2nnc(NC(=O)c3ccc4ncsc4c3)o2)c1	1	103	29	94	90	104	123	103
Cc1nc2sc(C(c3ccco3)N3CCc4ccccc4C3)c(O)n2n1 (stereo not drawn)	2	108	19	108	103	105	101	110
O=C(COC(=O)C1CC2CCCC(C1)C2=O)NNC(=O)c1ccccc1F (stereo not drawn)	0	105	0	88	108	94	96	77
CC(C)Cc1nc2sc3c(=O)[nH]cnc3c2c2c1CCCC2	0	103	9	99	90	100	92	100
c1ccc(CCNc2nc(-c3ccccn3)cs2)cc1	3	102	19	90	103	103	89	94
O=S1(=O)N=C(N(CCO)/N=C/C=C/c2ccccc2)c2ccccc21	0	99	-6	97	104	94	100	86
O=C(Nc1nc(-c2cc(Cl)sc2Cl)cs1)c1ccc(Br)s1	0	103	3	92	113	100	96	105
CCN(CC)C(=O)C1=C(C)NC(=S)NC1c1ccc(C)s1 (stereo not drawn)	0	99	-16	102	98	101	104	98
O=C(NCCCN1CCOCC1)c1cc(-c2ccc(Br)cc2)nc2ccccc12	0	97	2	105	95	94	99	91
CCS(=O)(=O)c1nc(S(=O)(=O)c2ccc(Cl)cc2)c(N2CCc3ccccc3C2)s1	3	98	-31	96	97	95	102	86
CCc1cc(=O)oc2cc(OC(=O)CN3C(=O)NC4(CCCC4)C3=O)ccc12	0	90	13	99	93	91	109	92

Brought forward from above: two compounds, then new ones.
SMILES	GRK2 aptamer HTS	MEP2 TOR yeast	VLA-4 inh	AGP1-GFP MLPCN	LAP4-GFP MLPCN	RPL19A-GFP yeast	Yeast superoxide	CIT2-GFP yeast
CCS(=O)(=O)c1nc(S(=O)(=O)c2ccc(Cl)cc2)c(N2CCc3ccccc3C2)s1	3	98	-31	96	97	95	102	86
CCc1cc(=O)oc2cc(OC(=O)CN3C(=O)NC4(CCCC4)C3=O)ccc12	0	90	13	99	93	91	109	92
CCN(CC)C(=O)COc1coc(CN2CCN(Cc3ccccc3)CC2)cc1=O	3	95	6	103	101	98	103	98
CC(=O)Nc1ccc(S(=O)(=O)N2CCSC2c2ccco2)cc1 (stereo not drawn)	0	122	-22	98	104	93	90	101
CC(C1CC2CCC1C2)n1c(COc2ccccc2F)nnc1SCC(N)=O (stereo not drawn)	1	98	-2	96	96	98	113	97
Cn1nc(C(=O)OCCN2C(=O)c3ccccc3C2=O)c2ccccc2c1=O	0	103	4	104	102	100	99	100
CCOC(=O)N1CCN(C(=O)CN2C(=O)COc3ccc(C(C)(C)C)cc32)CC1	3	98	33	97	101	92	105	93
C=CCn1c(SCC(=O)N2CC(=O)Nc3ccccc32)nc2scc(-c3cccs3)c2c1=O	0	103	3	101	100	102	101	96
O=C(COn1nnc2ccccc21)NCC1CCCCC1	4	91	-30	108	107	91	114	110
CN1CCc2c(sc(NC(=O)c3cc(Cl)sc3Cl)c2C(N)=O)C1	0	106	4	96	116	104	98	93
Clc1ccc(OCCOCCNCc2ccccc2)cc1Cl	0	102	26	104	90	106	99	102
O=S(=O)(c1cnc(Cl)c(Cl)c1)N1CCN(c2ncccn2)CC1	0	100	6	103	97	97	96	102
CCOC(=O)c1c(NC(=O)CN2CCN(C(=O)c3ccco3)CC2)sc(C)c1C	0	92	12	93	93	101	96	93
O=C(COc1ccc([N+](=O)[O-])cc1)N/N=C/c1cc([N+](=O)[O-])ccc1N1CCOCC1	0	151	0	102	120	104	97	104
CC1CN(C(=O)c2cc(S(=O)(=O)N(C)c3ccc(F)cc3)ccc2Cl)CC(C)O1 (stereo not drawn)	2	?	7	?	?	78[may fluoresce violet]	92	?
COc1cc(C2=NOC(C(=O)N3CCCc4ccccc43)C2)cc(OC)c1OC (stereo not drawn)	0	97	2	93	96	95	87	97
CC(=O)Nc1ccc(S(=O)(=O)N2CCN(c3nc(NC4CCCC4)c4ccccc4n3)CC2)cc1	10	95	3	99	88	94	113	96
COC(=O)c1c(-c2ccc(OC)cc2)oc2ccc(-c3ccc(OC)nc3)cc12	0	104	5	104	97	100	108	97
CC1=C(C)CC(C(=O)NNC(=O)c2ccccc2O)C(C(=O)O)C1 (stereo not drawn)	2	100	2	101	97	97	97	101
COCCN1Cc2cccc(C(=O)NCc3ccccn3)c2C1=O	0	101	-9	115	113	106	91	124
COCCNC(=O)C(c1ccc(C)cc1)N(C(=O)CCC(=O)Nc1ccccn1)C1CCCCC1 (stereo not drawn)	3	95	9	96	94	93	103	91

Molecules above that have a COOH group:
SMILES	GRK2 aptamer HTS	MEP2 TOR yeast	VLA-4 inh	AGP1-GFP MLPCN	LAP4-GFP MLPCN	RPL19A-GFP yeast	Yeast superoxide	CIT2-GFP yeast
O=C(O)COc1ccc(/C=N/NC(=O)c2cn(-c3ccccc3)nc2-c2ccccc2)cc1	4	104	0	105	97	97	109	101
O=C(CSC1CC(=O)N(c2ccc(C(=O)O)cc2)C1=O)Nc1ccc2ccccc2c1 (stereo not drawn)	27	97	12	98	103	99	98	91
CC(C)C[C@H](NC(=O)N1CCN(c2ccccc2)CC1)C(=O)O	1	101	5	103	99	96	98	99
CC1=C(C)CC(C(=O)NNC(=O)c2ccccc2O)C(C(=O)O)C1 (stereo not drawn)	2	100	2	101	97	97	97	101
